UHRF1 binding: UHRF1 methylated DNA binding inhibitors, primary screen, counter-screen for MBD2 inhibitor project, biochemical, TR-FRET, human UHRF1, single concentration. 0.75% of 370,000 active. UHRF1 binding to methylated oligo. inhibition, % at 4.4 µM. E3 ubiquitin-protein ligase UHRF1 (Homo sapiens), Q96T88; in the data active = inhibition above about 21%;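 note: UHRF1 SRA domain binding a hemimethylated CpG hairpin DNA probe; 0% = median of test compound wells and 100% = reference inhibitor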
NPR2 activator: human GC-B receptor activators, primary screen, HEK293 GC-B cells, cGMP TR-FRET, EC30 CNP | 0% at EC30 CNP, 100% saturating CNP | activation, % at 10 µM | 0.11% of 370,000 active;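 active = activation at 10 µM reaching about 35% in either raw or pattern-adjusted values, limit read from the data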
HTRA1 inh: HTRA1 serine protease inhibitors, primary screen, biochemical, fluorescence polarization, HTS; recombinant HTRA1, FP-rhodamine activity-based probe; inhibition, % at 5.96 µM; 0.5% of 340,000 active; AID 504803, 2011; in the data active = inhibition above about 36%;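 note: 0% = enzyme with DMSO and 100% = wells lacking enzyme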
NPR1 activator: GC-A stimulated cGMP production enhancers – HEK293 GC-A cells, cGMP TR-FRET, EC30 ANP, primary screen; 0.14% of 370,000 active; Atrial natriuretic peptide receptor 1 (Homo sapiens), P16066; AID 1671463, 2021; activation, % at 10 µM; 0% at EC30 ANP, 100% saturating ANP; in the data active = activation above about 40%
MBD2 inh: inhibitors of MBD2 binding to methylated DNA, primary screen, biochemical, TR-FRET, DNA-binding domain, human | Methyl-CpG-binding domain protein 2 (Homo sapiens), Q9UBB5 | MBD2 binding to methylated oligonucleotide | inhibition, % at 4.4 µM | 0.31% of 370,000 active | AID 686964, 2013; in the data active = inhibition above about 13%
rCAG binder: binders of r(CAG) RNA repeats, primary screen, biochemical, fluorescence. r(CAG) RNA repeat, TO-PRO-1 dye displacement fluorescence. inhibition, % at 3 µM. 1.3% of 370,000 active. AID 651821, 2012;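 active = inhibition above the plate cutoff, the mean of all test compounds on that plate plus 3 SD, cut at about 35% in these data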;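 note: 0% = DMSO alone and 100% = 100 µM mitoxantrone as full dye displacement; higher means more dye released from RNA so lower well fluorescence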
ABHD4 inh: ABHD4 inhibitors, primary screen, biochemical, fluorescence polarization, mouse; (Lyso)-N-acylphosphatidylethanolamine lipase (Mus musculus), Q8VD66; purified mABHD4, FP-Rh probe fluorescence polarization; inhibition, % at 8.92 µM; 0.54% of 370,000 active; AID 720543, 2013;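 active = inhibition exceeding the mean over every tested compound plus 3 SD, cut at about 30% in these data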;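 note: 0% = plate median of compound wells and 100% = S159A mutant with DMSO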
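system = mouse ABHD4 enzyme, wild type | medium = HEPES pH 7.0, NaCl, Pluronic buffer | also added = FP-Rh probe | incubation = Enzyme–compound pre-incubation 45 min, then probe 60 min, both 25 °C | technique = fluorescence polarization, excitation 525 nm, emission 598 nm, BODIPY TMR filters | controls = S159A mutant high control, sample median low control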
TCR-CD3 inh: inhibitors of human TCR-CD3 interaction, primary screen, biochemical, fluorescence, TAMRA-labeled TCR probe; AID 651800, 2012; inhibition, % at 9.4 µM; T-cell receptor (TCR); 0.37% of 360,000 active; in the data active = inhibition above about 19%;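 note: recombinant mutant TCR 2C K166C tagged with TAMRA read by polarization; 0% = receptor in buffer alone and 100% = receptor with positive control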
SIAE inh: human SIAE inhibitors, primary screen, biochemical, fluorescence polarization, FP-Rh probe, 1536-well HTS; Sialate O-acetylesterase (Homo sapiens), Q9HAT2; 0.69% of 370,000 active; inhibition, % at 9.66 µM; SIAE FP-Rh probe binding;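 active = inhibition above a cutoff: mean of compounds within the control limits plus 3 SD of those, cut at about 17% in these data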;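 note: 0% = plate median of compound wells and 100% = probe without SIAE protein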
Target sequence (Q9HAT2 whole entry, looked up): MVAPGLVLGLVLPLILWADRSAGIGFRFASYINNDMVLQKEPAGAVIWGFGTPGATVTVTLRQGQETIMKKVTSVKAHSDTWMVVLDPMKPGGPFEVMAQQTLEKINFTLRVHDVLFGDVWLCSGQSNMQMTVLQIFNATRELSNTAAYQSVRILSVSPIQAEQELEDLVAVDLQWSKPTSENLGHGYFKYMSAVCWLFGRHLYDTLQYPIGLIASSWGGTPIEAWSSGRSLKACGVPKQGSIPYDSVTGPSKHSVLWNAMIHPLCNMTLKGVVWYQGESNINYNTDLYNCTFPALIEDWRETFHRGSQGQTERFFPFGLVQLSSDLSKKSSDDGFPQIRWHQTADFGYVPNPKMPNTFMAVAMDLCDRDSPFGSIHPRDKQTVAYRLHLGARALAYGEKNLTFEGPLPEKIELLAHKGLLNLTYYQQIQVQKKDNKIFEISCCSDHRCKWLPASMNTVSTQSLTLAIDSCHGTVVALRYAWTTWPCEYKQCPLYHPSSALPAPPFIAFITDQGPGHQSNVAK
PRMT1 inh: PRMT1 methyltransferase inhibitors, primary screen, biochemical, fluorescence polarization; recombinant PRMT1, activity-based probe fluorescence polarization; inhibition, % at 2.79 µM; 1.3% of 370,000 active;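 active = inhibition above about 21% made by adding two undisclosed values, limit read from the data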
Target sequence (Q99873 whole entry, looked up): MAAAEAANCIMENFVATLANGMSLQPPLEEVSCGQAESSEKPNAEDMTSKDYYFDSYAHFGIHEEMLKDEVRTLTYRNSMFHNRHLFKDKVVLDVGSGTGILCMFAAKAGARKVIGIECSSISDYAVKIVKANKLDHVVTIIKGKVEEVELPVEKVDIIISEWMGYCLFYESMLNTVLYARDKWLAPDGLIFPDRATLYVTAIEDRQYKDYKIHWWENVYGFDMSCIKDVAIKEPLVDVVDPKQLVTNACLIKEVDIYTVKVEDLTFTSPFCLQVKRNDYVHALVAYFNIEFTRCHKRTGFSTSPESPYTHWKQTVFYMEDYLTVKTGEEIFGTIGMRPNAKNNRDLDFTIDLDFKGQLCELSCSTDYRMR
Active calls of the source: *; . = not tested or not shown. Only part of the results is shown. The share of hits here may be higher or lower than overall.

Second line of a record: UHRF1 binding	NPR2 activator	HTRA1 inh	NPR1 activator	MBD2 inh	rCAG binder	ABHD4 inh	TCR-CD3 inh	SIAE inh	PRMT1 inh
1. COc1ccc(N2C(=O)c3n[nH]c(C)c3C2c2ccc(F)cc2)cc1 (stereo not given)
    1	-19	.	-18	-6	-2	-7	-1	-1	2
2. Cc1ccc(-n2c(SCC(N)=O)nnc2-c2cccnc2)c(C)c1
    -2	0	5	0	3	0	5	9	4	2
3. O=C(COC(=O)CCS(=O)(=O)c1ccc(Cl)cc1)NC1CCCCC1
    4	-4	0	-6	2	-7	9	6	-2	-1
4. Cn1cnnc1SCC(=O)N1N=C(c2ccc(Cl)cc2)CC1c1ccco1 (stereo not given)
    0	-4	9	-2	6	-6	4	0	6	5
5. COc1ccccc1NC(=O)Nc1nc(CC(=O)N2CCN(c3ccc(F)cc3)CC2)cs1
    4	3	-31	0	-4	9	4	1	14	5
6. O=S(=O)(NCc1ccccc1)NCc1ccc(Cl)cc1Cl
    -2	-2	-8	-1	-4	-1	-5	5	0	-2
7. NC(=O)c1c(NC(=O)c2ccccc2)sc2c1CCC2
    4	-8	-1	-3	0	25	-14	0	-11	-7
8. CC(C)(C)c1ccc(NC(=S)NCc2cccnc2)cc1
    -1	-1	-7	3	2	-3	-5	-5	-5	0
9. O=C(CN1CCN(c2ccccc2F)CC1)NC(=O)NCc1ccco1
    0	-2	0	3	3	3	-2	0	2	-2
10. O=C(CSc1nc2ccccc2n1CCc1ccccc1)NC1CCS(=O)(=O)C1 (stereo not given)
    -1	-14	0	3	0	5	-1	-1	-5	-2
11. CCC(C(=O)Nc1cccnc1Cl)c1ccccc1 (stereo not given)
    -2	-3	4	5	-4	-1	-10	-6	-7	-3
12. CCN(CCNC(=O)C1CCN(Cc2nc(-c3cccc(Cl)c3)oc2C)CC1)c1ccccc1
    -2	-14	-9	-4	3	-7	17	1	5	1
13. CCOC(=O)c1c(-c2ccccc2)cn2ccccc12
    2	-7	-7	-1	0	0	1	1	6	1
14. COc1ccc(CCNC(=O)CN2C(=O)NC(CCSC)C2=O)cc1 (stereo not given)
    -3	3	1	0	-3	-2	5	-7	4	-2
15. O=S1(=O)N[C@@H](Cc2ccccc2)COc2cccc(N3CCSCC3)c21
    -2	-2	.	7	1	0	-7	1	-3	-2
16. Fc1cc(F)c(CSc2nnc(-c3cccnc3)n2Cc2ccccc2)cc1F
    -2	-4	.	-5	1	2	-7	.	-6	-1
17. COc1ccc(CNCCCNCc2ccc(OC)c(OC)c2)cc1OC
    2	2	0	-4	2	0	-1	7	1	-1
18. O=C(Cc1ccccc1)NCc1cccnc1
    2	-1	2	1	-2	5	8	6	-5	4
19. Cc1cc(O)cc(=O)n1C
    0	4	2	3	-8	-2	3	1	0	0
20. O=C(NCC1CCCO1)C1CC(c2ccccc2Cl)=NO1 (stereo not given)
    1	-1	-1	2	-1	4	2	-4	-1	-2
21. C=CCn1c2ccccc2c(=O)c2cc(C#Cc3cc(OC)cc(OC)c3)ccc21
    -3	-6	-122	-1	-3	18	-21	5	-20	-1
22. N#CCC(=O)N/N=C/c1cn(Cc2cccc3ccccc23)c2ccccc12
    1	-1	-2	6	-3	1	-1	-6	1	-2
23. Cc1c(C(=O)NCCCN2CCOCC2)sc2ncnc(N3CCN(c4ccccc4)CC3)c12
    -3	-5	-3	-3	-8	-10	4	4	5	0
24. COc1ccc(CNC(=O)COC(=O)CCC(=O)c2cccs2)cc1
    2	1	4	2	4	1	4	-2	-2	1
25. CCc1cc(=O)oc2c(C)c(OC(C)C(=O)NCCCN3CCOCC3)ccc12 (stereo not given)
    0	-1	-1	0	-1	-4	5	-1	-11	11
26. Cc1nn(-c2ccccc2)nc1C(=O)Nc1cccc(C(=O)NC2CC2)c1
    -2	9	-26	4	-3	3	-4	-5	-4	-2
27. COc1ccc(CNc2oc(C)nc2C#N)cc1
    1	0	0	-3	3	3	1	3	4	-2
28. COc1ccc(C(=O)Nc2nnc(S(=O)(=O)N3CCC(C)CC3)s2)cc1OC
    2	-3	-1	4	1	31	3	-4	-13	2
29. O=C(Nc1ccncc1)c1ccc(Cl)c(S(=O)(=O)N2CCc3ccccc32)c1
    -2	-5	-60	-11	1	4	-47	3	-39	-1
30. Cc1cc(=O)n2nc(N3CCC(C(=O)NCc4ccccc4)CC3)sc2n1
    -1	-7	6	0	-1	3	2	3	6	-1
31. O=C(NNC(=O)c1ccccc1F)c1ccc(-c2ccccc2Cl)o1
    -1	-5	-14	3	4	5	-11	4	1	1
32. CCCc1nc2c(o1)CC(CC(C)SCC)CC2=O (stereo not given)
    1	1	2	3	1	-7	-2	3	-1	2
33. CCOC(=O)Cc1c(C)nc2c(-c3cccc(Br)c3)cnn2c1C
    1	2	4	16	-8	2	-9	6	1	1
34. COc1ccc(N(CC(=O)N2CCN(Cc3ccc4c(c3)OCO4)CC2)S(C)(=O)=O)cc1OC
    2	0	1	0	0	3	-7	-6	-2	1
35. CCOc1cc2c(cc1O)C(=NOC)CC1C2CCC2(C)C(O)CCC12 (stereo not given)
    -3	-9	-8	-12	1	6	-1	-3	3	1
36. CC(Oc1cccc(Cl)c1)C(=O)Nc1ccc(S(=O)(=O)NC2=NCCCCC2)cc1 (stereo not given)
    7	7	-5	2	1	-4	-15	-7	6	6
37. CC(=O)c1c(C)[nH]c(C(=O)NC2CCSc3ccccc32)c1C (stereo not given)
    0	0	-3	0	-3	1	-3	-1	-3	4
38. CCN(Cc1nc(-c2ccccc2)no1)C(=O)COc1cccc(OC)c1
    3	-2	-9	-5	1	0	-9	-7	-4	-5
39. CC(C)Cn1c(=O)c2c(nc3n2CCCN3Cc2ccccc2)n(C)c1=O
    0	3	4	5	-2	-7	6	11	6	2
40. Cc1ccc(S(=O)(=O)N2C(c3ccc(Cl)c(Cl)c3)CC=C(C(=O)O)C2c2cccc(Cl)c2)cc1 (stereo not given)
    0	0	.	0	1	12	9	-5	-12	4
41. C=CCNc1ccc2c(c1)OC[C@H](Cc1ccccc1)NS2(=O)=O
    7	2	.	3	8	-1	-20	-4	9	-2
42. CCCCN(C(=O)c1cccc(S(=O)(=O)N(C)c2ccc(C)cc2)c1)c1c(N)n(CC(C)C)c(=O)[nH]c1=O
    -2	6	0	-2	3	3	-1	-2	12	-3
43. COc1ccc(C(C(=O)NCC2CCCO2)N(C(=O)Cn2nnc3ccccc32)c2ccc(NC(C)=O)cc2)cc1OC (stereo not given)
    2	1	0	4	-2	-2	-3	-5	-6	-3
44. O=C1C2C3C=CC(C4CC34)C2C(=O)N1/N=C/c1ccc(-c2cccc([N+](=O)[O-])c2)o1 (stereo not given)
    -4	4	-17	6	-6	5	-9	11	4	0
45. COc1cccc(OC)c1OCCCCN1CCCC1
    -3	-6	9	4	-4	2	7	8	6	-2
46. COC(=O)c1ccc(-n2nnnc2SCC(=O)Nc2ccccc2F)cc1
    0	2	4	-3	-7	-2	-1	-7	-4	0
47. CCSc1nc2sc3c(c2c2[n+]1CC(CBr)O2)CCCC3 (stereo not given)
    -2	8	.	2	-6	-2	1	7	1	0
48. OCCN(Cc1ccccc1)Cc1ccc(C(F)(F)F)cc1
    -3	-5	-2	5	1	-1	3	7	5	-1
49. O=C(N/N=C\c1cn[nH]c1-c1ccccc1)c1cccnc1
    4	-2	3	-1	-6	2	-2	-3	1	0
50. CC(=O)c1ccc(-c2nnc(CCC(=O)N(C)Cc3c(C)nc4ccccn34)o2)s1
    -2	5	3	-1	1	-6	8	-2	8	2

Sorted by heavy-atom count (falling): some entries from above.
Second line of a record: UHRF1 binding	NPR2 activator	HTRA1 inh	NPR1 activator	MBD2 inh	rCAG binder	ABHD4 inh	TCR-CD3 inh	SIAE inh	PRMT1 inh
44. O=C1C2C3C=CC(C4CC34)C2C(=O)N1/N=C/c1ccc(-c2cccc([N+](=O)[O-])c2)o1 (stereo not given)
    -4	4	-17	6	-6	5	-9	11	4	0
41. C=CCNc1ccc2c(c1)OC[C@H](Cc1ccccc1)NS2(=O)=O
    7	2	.	3	8	-1	-20	-4	9	-2
48. OCCN(Cc1ccccc1)Cc1ccc(C(F)(F)F)cc1
    -3	-5	-2	5	1	-1	3	7	5	-1

The listing continues.
Second line of a record: UHRF1 binding	NPR2 activator	HTRA1 inh	NPR1 activator	MBD2 inh	rCAG binder	ABHD4 inh	TCR-CD3 inh	SIAE inh	PRMT1 inh
51. Cc1cc(-c2n[nH]c(=S)n2/N=C/c2ccc(Br)s2)n[nH]1
    -2	-5	-6	0	3	14	1	-1	4	4
52. NS(=O)(=O)c1cccc(NC(=O)c2ccc3nc[nH]c3c2)c1
    -2	3	7	-1	-6	6	6	-6	-3	-3
53. O=C(NCc1ccc2c(c1)OCO2)C1CCCN(C(=O)c2ccc(Cl)cc2)C1 (stereo not given)
    -2	0	-4	-3	-2	-5	1	-2	3	0
54. C/C(=N/NC(=O)CN1CCN(S(=O)(=O)c2ccc(Br)cc2)CC1)c1cccnc1
    -2	-2	-7	1	-1	3	0	-5	-2	0
55. NC(=S)N/N=C/c1ccc(-c2ccc(Cl)c(Cl)c2)o1
    -10	-11	-14	-20	-2	34	9	4	5	8
56. CCNc1ccc(C2(O)C(=O)c3ccccc3C2=O)cc1
    4	-5	7	15	8	1	0	-5	-2	2
57. Cc1ccc(C(=O)N/C(=C\c2ccccc2)C(=O)NCCN2CCOCC2)cc1
    -3	-3	2	0	-4	-2	6	13	-11	-1

Source: PubChem
